Source: PubChem BioAssay (several laboratories)
Vc quorum ag: inducers of Vibrio cholerae quorum light production without autoinducers, primary screen, BH1578 luxS cqsA deficient, single point | AID 588436, 2011 | V. cholerae BH1578 lux reporter, luminescence, 6 h | activation, % at 18.7 µM | 350,000 compounds, 0.16% hits; in the data active = activation mostly above about 9.7%, no sharp cut-off; inconclusive = no clear call, values can overlap the other calls; inactive = mostly below about 3.7%; note: not every result past the cut was called active; inactives centre near 0; reference of the scale not given here
PriA SSB inh: inhibitors of Klebsiella pneumoniae PriA binding to SSB C-terminal tail, primary screen, biochemical, AlphaScreen; inhibition, % at 33 µM; 430,000 compounds, 0.6% hits; AlphaScreen SSBct-PriA binding, biotinylated peptide; in the data active = inhibition mostly above about 37%, no sharp cut-off; inactive = mostly below about 20%;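 note: plate controls were negative control peptide for no effect and reference peptide for full effect; strong numbers were not always called active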
VHR inh abs: VHR1 phosphatase inhibitors, primary screen, biochemical, absorbance, uHTS | Dual specificity protein phosphatase 3 (Homo sapiens), P51452 | recombinant VHR phosphatase, pNPP absorbance | inhibition, % at 13.3 µM | 290,000 compounds, 0.52% hits | AID 1654, 2009; in the data active = inhibition above about 50%; note: some compounds called inactive have numbers as strong as hits
Target sequence (P51452 whole entry, looked up): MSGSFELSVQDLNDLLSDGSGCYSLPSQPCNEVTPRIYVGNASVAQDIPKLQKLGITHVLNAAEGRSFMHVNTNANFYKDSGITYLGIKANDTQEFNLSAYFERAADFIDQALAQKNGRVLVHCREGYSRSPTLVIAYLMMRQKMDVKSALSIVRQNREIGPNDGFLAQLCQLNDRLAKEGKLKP
Yp Topo-I inh: Yersinia pestis topoisomerase I inhibitors, primary screen, biochemical, cleavage product accumulation, plate reader, single point; DNA topoisomerase I (Yersinia pestis CO92); Y. pestis Topo-I cleavage product accumulation; AID 504884, 2011; 360,000 compounds, 0.064% hits; activity, % at 10 µM; in the data active = activity above about 50%, passing the limit was not always enough; inconclusive = no clear call, values can overlap the other calls; note: inactives centre near 2
TcdB GH inh: TcdB glycohydrolase inhibitors, primary screen, biochemical, single point, plate reader | TcdB glycohydrolase enzymatic assay | inhibition, % at 9.99 µM | 350,000 compounds, 0.24% hits; in the data active = inhibition above about 10%
Anthrax LF prot: Bacillus anthracis LF protease inhibitors, primary screen, biochemical, multiplex microsphere, MLPCN library; Lethal factor (Bacillus anthracis), P15917; multiplex microsphere protease cleavage assay; inhibition, % at 10 µM; 360,000 compounds, 0.12% hits; AID 588501, 2011; note: plate controls were buffer without enzyme for full effect and enzyme alone for no effect
3CLpro inhibitor: SARS-CoV 3CLpro protease inhibitors, primary screen, biochemical, quenched FRET. Replicase polyprotein 1ab (Severe acute respiratory syndrome coronavirus), P0C6X7. recombinant SARS-CoV 3CLpro, quenched FRET peptide cleavage. inhibition, % at 6 µM. 290,000 compounds, 0.14% hits. AID 1706, 2009; in the data active = inhibition above about 12%
BoNT-A LC inh2: BoNT/A light chain protease inhibitors, primary screen, biochemical, flow cytometry, MLPCN library; multiplex microsphere protease substrate cleavage; inhibition, % at 10 µM; 360,000 compounds, 0.17% hits; AID 588499, 2011; note: plate controls were buffer without enzyme for full effect and enzyme alone for no effect
CCHFV vOTU inh: CCHFV vOTU protease inhibitors, primary screen, biochemical, Pep-AMC substrate, fluorescence | Crimean-Congo hemorrhagic fever virus L polyprotein viral ovarian tumor (vOTU) protease … | inhibition, % at 11.5 µM | 370,000 compounds, 0.55% hits; in the data active = inhibition above about 30%; note: 0% = vehicle wells with enzyme and 100% = no enzyme wells
PfHsp40 yeast: rescue of yeast from PfHsp40 toxicity, primary screen, S. cerevisiae, ATP luminescence. growth rescue, % at 12.5 µM. 340,000 compounds, 0.68% hits. AID 504582, 2011. S. cerevisiae expressing PfHsp40, growth rescue; in the data active = growth rescue above about 28%, passing the limit was not always enough; inconclusive = no clear call, values can overlap the other calls;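 note: yeast W303a lacking pdr1 and pdr3 grown in galactose medium; growth measured after three days at 30 °C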
Active calls of the source: *; i = inactive; u = inconclusive; x = no result given; & = joins results of further samples. Cut-off read from the data, not from the text of the source, unless noted: active = inhibition above about 30%; inconclusive = no clear call, values can overlap the other calls; inactive = below that.

item	canonical_smiles	Vc quorum ag	PriA SSB inh	VHR inh abs	Yp Topo-I inh	TcdB GH inh	Anthrax LF prot	3CLpro inhibitor	BoNT-A LC inh2	CCHFV vOTU inh	PfHsp40 yeast
1	O=C(O)c1cc2nc3c(c(C(F)(F)F)n2n1)CCCC3	-0.4	-8	16	6	0.6	2	3	-1.4	8	-1.0
2	Cc1occc1C(=O)NNC(=O)Nc1ccc([N+](=O)[O-])cc1	0.1	-9	-3	-12	0.3	-4	3	-0.6	5	-0.2
3	Cc1cc(NC(=O)CSc2ccnc(=O)[nH]2)no1	-0.3	4	x	5	0.6	x	x	x	-11	-0.3
4	CCC1(C)NC(=O)N(CC(=O)Nc2sc3c(c2C(N)=O)CCC3)C1=O (stereo not given)	-3.2	2	4	-6	x	-4	-4	-0.1	-5	0.1
5	CCC(C)NC(=O)c1ccccc1NC(=O)CN(c1ccc(OC)cc1)S(C)(=O)=O (stereo not given)	-0.2	-15	21	0	x	0	-4	-0.4	-6	0.6
6	CCCOc1cccc(C(=O)N2CCN(C(=O)C3CCCO3)CC2)c1 (stereo not given)	1.3	-22	49	-2	0.4	3	1	1.8	-7	0.8
7	COc1ccc(-c2nn(Cc3ccccc3)cc2C(=O)N2CCN(c3ncccn3)CC2)cc1	i	8	x	31	3.3	-6	x	0.1	-6	-0.5
8	COc1ccc(NS(=O)(=O)c2ccc(O)c(NC(=O)c3cc4c(C)nn(-c5ccc(F)cc5)c4s3)c2)cc1	-0.1	-7	-7	-16	x	-1	-1	-0.3	x	1.9
9	O=C(NC(=S)N1CCCC(O)C1)c1ccco1 (stereo not given)	-3.2	1	x	0	-1.4	0	x	-0.3	14	-2.2
10	O=C(/C=C/Nc1cccc(O)c1)c1ccccc1	i	x	8	-1	x	-1	-2	0.3	-3	-1.9
11	O=C(c1cccs1)N1CCC(Cc2ccccc2)CC1	-0.2	-20	27	22	x	-3	6	-0.6	-13	0.9
12	CN(C)C(=O)COC(=O)c1ccccc1Sc1ccccc1C#N	1.2	-2	38	8	1.0	1	-1	-0.6	-8	0.3
13	Cc1cc(C)n(CCNC(=O)c2cc(COc3c(F)cccc3F)on2)n1	4.2	-8	15	5	4.9	1	6	0.0	9	-0.9
14	CCCC(=O)NNc1c2ccccc2nc2ccccc12	-0.3	-5	-1	-2	x	-2	1	-0.3	-27	0.5
15	O=C(O)[C@H](CO)Nc1ncnc2sc3c(c12)CCC3	i	-20	25	-3	x	1	4	0.5	5	-0.7
16	COc1cccc(-n2cnc3sc4c(c3c2=O)CCC4)c1	i	-28	10	-12	0.0	-1	-1	0.6	0	1.4
17	COc1cc(-c2ccc3c(=O)c4ccccc4n(C)c3c2)cc(OC)c1OC	-0.6	-57	25	13	1.2	1	-8	6.4	5	28*
18	CN(C)S(=O)(=O)c1cccc(COC(=O)c2ccc3c(c2)OCO3)c1	i	-25	15	11	1.2	-1	-1	-1.0	8	-0.7
19	Cc1ccc(C)c(SCC(=O)NC(=O)Nc2ccc3c(c2)OCCO3)c1	-0.3	-10	4	26	x	0	4	-0.2	-6	-0.1
20	CN(CC(=O)Nc1nc2ccc(F)cc2s1)S(=O)(=O)c1ccc(Cl)cc1	0.0	-8	9	0	1.2	10	5	0.4	-3	-0.3
21	Cc1ccc(N/C=C/C(=O)c2cccs2)cc1	-0.9	-8	24	10	0.2	3	0	-0.3	17	-0.7
22	CCOc1cc(N2CCOCC2)c(OCC)cc1NC(=O)CN1CCSC1=O	2.8	6	x	-22	1.1	x	x	x	-8	0.4
23	C=CCn1cnc2c(nnn2Cc2ccc(F)cc2)c1=O	-0.5	-8	16	-5	0.2	-6	3	1.0	-6	0.7
24	O=C1C=CC(=NN=C(c2ccccc2)c2ccccc2)C=C1	x	x	x	x	0.6	-5	x	-0.2	-10	x
25	Cc1ccc(NC(=O)c2ccc(NS(=O)(=O)c3c(C)noc3C)cc2)cc1C	0.3	-14	14	-7	x	0	6	-0.8	11	1.0
26	COCC(N)(c1ccccc1)c1nc2ccccc2n1C (stereo not given)	-0.5	-10	36	3	x	2	0	0.0	0	-0.4
27	Cc1ccc(NC(=O)CN(C)C2CCCCC2)cc1Cl	-0.6	-18	13	22	1.0	-14	3	-1.5	-7	0.3
28	COc1ccccc1Nc1ncc(C(=O)N2CCC(C(N)=O)CC2)c2ccccc12	0.3	-34	-1	11	x	1	1	0.2	9	1.5
29	Cc1ccc(S(=O)(=O)Nc2nc3ccccc3nc2NCC2CCCO2)cc1 (stereo not given)	i	-14	13	6	1.9	3	1	0.2	-20	0.5
30	CCOc1ccc(-n2c(O)c(C=Nc3ccc(NC(C)=O)cc3)c(=O)[nH]c2=O)cc1	-0.5	-2	41	-4	1.6	1	3	-0.1	-12	0.5
31	O=C(CCCCC(=O)NCc1cccs1)NCc1cccs1	-26	-18	6	0	x	3	-4	-1.1	-5	0.0
32	CCN(CC)S(=O)(=O)c1cccc(C(=O)N[C@H](C(=O)NC2=NCCS2)C(C)C)c1	1.1	-10	x	0	-5.5	-1	x	0.1	11	0.4
33	N#C/C(=C\c1ccc(-c2ccccc2Cl)o1)C(=O)Nc1nc2ccccc2s1	-5.1	-10	-11	-1	0.4	3	-5	9.1	6	0.8
34	COc1cc(NC(=O)c2ccc(Cl)cc2Cl)ccc1-c1cc2ccccc2oc1=O	-0.6	-8	5	17	x	3	-1	0.4	-11	-1.1
35	CNS(=O)(=O)c1ccc(NC(=O)c2cc(-c3ccncc3)nc3ccc(Cl)cc23)cc1	i	-4	8	-12	0.4	0	0	3.0	2	0.0
36	Cc1ccc(S(=O)(=O)Nn2cnnc2)cc1	i	-12	21	-1	0.6	0	-1	0.5	7	0.0
37	O=C(NCc1ccc2c(c1)OCO2)C(=O)NC1CCCCC1	i	-23	7	-3	x	-2	5	0.3	5	0.0
38	COc1ccc(/C(C)=N/NC(=O)CNC(=O)c2ccncc2)cc1	0.6	x	20	0	-2.3	-1	-4	1.5	6	0.0
39	CC1CCN(c2nc(-c3cccnc3)nc3scc(-c4ccccc4)c23)CC1	-0.2	-10	35	-3	0.1	-1	-4	0.7	-7	0.2
40	COc1ccc(CNC(=O)C(CCSC)NC(=O)c2ccco2)cc1 (stereo not given)	-10	0	19	-1	x	3	1	0.0	0	-0.3
41	Cc1nn2c(NCCOCCO)c3c(nc2c1-c1ccccc1)CCC3	i	0	-10	5	0.4	-8	-4	-0.7	8	0.1
42	O=C(c1ccc2c(=O)n(-c3ccccc3)c(=S)[nH]c2c1)N1CCCCC1	-0.2	-3	9	3	2.3	-7	0	-1.1	-11	-0.2
43	O=C(NCc1ccco1)C1CC(c2ccccc2C(F)(F)F)=NO1 (stereo not given)	-0.5	-5	30	7	-0.2	10	x	-0.7	5	-0.8
44	Cc1noc(C)c1CCC(=O)N1CCCC(N2CCN(c3ccc(F)cc3)CC2)C1 (stereo not given)	0.3	7	22	3	-0.2	6	-4	0.6	-1	-0.1
45	COc1cccc(OCC(O)CNC(C)c2ccccc2)c1 (stereo not given)	i	-5	-16	6	-0.1	-2	-4	0.4	-4	-0.3
46	COCCN(C(=O)c1cc(Cl)ccn1)c1c(N)n(Cc2ccccc2)c(=O)[nH]c1=O	i	-5	x	-1	0.0	-5	x	-0.4	3	-0.9
47	CC12CCC(=O)N1C(C(=O)OCC(=O)Nc1cccc(Br)c1)CS2 (stereo not given)	-0.3	-5	18	7	2.2	-3	0	-0.3	-4	-0.3
48	CCCCOc1ccc(-c2nc(=S)[nH][nH]2)cc1	-0.2	-9	-17	0	x	-1	3	u	-9	-0.1
49	CC1CCCCN1C(=O)COc1ccc(NC(=O)c2ccco2)cc1 (stereo not given)	-0.5	-16	40	-7	x	-5	-2	0.8	3	-1.0
50	O=C(CSCC(=O)Nc1cccc([N+](=O)[O-])c1)Nc1ccccc1	i	9	19	-5	x	-1	3	-0.4	1	0.6
51	COc1ccc(NC(=O)COC(=O)c2ccc3ccccc3n2)cc1OC	i	-17	x	15	-0.2	-8	x	-0.7	13	1.0
52	CCOc1ccccc1NC(=O)CCCc1ccc(OC)c(C)c1	-0.4	-77	8	-2	1.9	-13	-10	u	-1	-0.4
53	COc1ccc(S(=O)(=O)NCC(=O)NCCc2ccc(OC)c(OC)c2)cc1	i	1	x	4	1.0	x	x	x	4	x
54	CCOc1cc(S(=O)(=O)N2CCOCC2)ccc1F	i	-15	3	8	x	0	3	0.4	10	0.1
55	COc1ccc(-c2cc(C(=O)N/N=C/c3cccnc3)c3cc(C)cc(C)c3n2)cc1	i	x	19	-1	1.9	-6	-1	-5.9	-8	-0.3
56	O=C1NCCNC1c1ccccc1 (stereo not given)	i	6	x	5	-0.3	-5	x	-0.1	10	-1.5
57	CC(=O)Nc1ccc(C(=O)NCCCSc2ccccc2)cc1	2.2	-4	18	1	0.9	4	4	-1.8	-6	0.6
58	CN(C)C(=O)NC1c2ccccc2-c2ccccc21	i	4&-7	-10	0	1.4	2	-1	-0.8	1	0.3
59	CCN(CC(=O)Nc1cc(Cl)ccc1C)C(=O)CN1C(=O)NC(CC)(c2ccccc2)C1=O (stereo not given)	i	-14	x	-4	-0.6	u	x	2.9	19	x

A portion of the library; the hit share may differ from the screen's.
